CaV13 ICDI inh = Disruptors of the CACNA1D IQ motif to Ca2+-dependent inactivation inhibitor domain association, primary screening, Förster resonance energy transfer in intact living …; HEK cells, CFP/YFP FRET ICDI-IQ, plate reader, 10 min; percent FRET-ratio fall versus neutral wells; inhibition, % at 12.3 µM; actives 0.098% (n = 340,000); AID 743397;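 active = mean replicate inhibition of at least 30% and at least 1% of replicates passing that level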;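 note: 0% = median of the neutral control wells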
MC4R antag cAMP = blocks human MC4R cAMP signaling | MC4R-expressing cells, MTII-stimulated cAMP, LANCE TR-FRET | inhibition, % at 6.5 µM | actives 0.48% (n = 360,000) | AID 540295;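 active = inhibition above its plate's cutoff, the mean of tested wells on that plate plus 3 SD, cut at about 29% in these data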;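 note: 0% = Melanotan II alone and 100% = Melanotan II plus saturating MCL0020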
Target sequence (P32245 whole entry, looked up): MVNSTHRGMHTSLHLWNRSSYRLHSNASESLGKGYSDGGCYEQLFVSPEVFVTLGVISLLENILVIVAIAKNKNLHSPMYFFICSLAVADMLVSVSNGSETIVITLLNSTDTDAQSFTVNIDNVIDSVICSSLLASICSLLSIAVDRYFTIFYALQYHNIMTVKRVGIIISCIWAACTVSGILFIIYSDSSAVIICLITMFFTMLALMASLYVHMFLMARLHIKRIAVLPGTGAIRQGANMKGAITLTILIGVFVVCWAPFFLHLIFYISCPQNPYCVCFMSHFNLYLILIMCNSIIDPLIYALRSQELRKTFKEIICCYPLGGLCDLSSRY
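material = U2OS cells stably expressing human melanocortin 4 receptor (MC4R) | also added = Melanotan II challenge | dosing = single nominal compound dose of 6.5 µM | detection = TR-FRET with Eu-cAMP and labeled anti-cAMP, 671 nm | replication = singlicate | timing = compound 30 min, challenge 1 h, detection 1 h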
Cardio protect = modulators protecting cardiomyocytes from myocardial damage. H9c2 cardiomyocytes, H2O2 injury protection, ATPLite, 2 h. protection from H2O2 cell death, % at 20 µM. actives 0.63% (n = 360,000);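 active = compounds giving at least 50% protection of heart cells from peroxide-induced death in the single-dose screen, raw or plate-pattern-corrected value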;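 note: 0% = DMSO wells with peroxide and 100% = DMSO wells without peroxide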
Exocytosis inh = blocks lytic granule exocytosis; TALL-104 LAMP-1 surface exposure, flow cytometry; cells stimulated with thapsigargin and PMA; inhibition, % at 10 µM; actives 0.66% (n = 360,000);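 active = inhibition above about 55%, limit read from the data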
m5-HT2A agonist = mouse HTR2A agonism via beta-arrestin recruitment; activation, % at 7.6 µM; CHO-K1 mHTR2A beta-arrestin complementation, luminescence; percent of 30 µM serotonin response; AID 624169; actives 0.66% (n = 360,000);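 active = activation above a run cutoff, the mean activation of all tested compounds plus 3 SD, cut at about 14% in these data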;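 note: 0% = plate median of compound wells and 100% = 30 µM serotonin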
Target sequence (P35363 whole entry, looked up): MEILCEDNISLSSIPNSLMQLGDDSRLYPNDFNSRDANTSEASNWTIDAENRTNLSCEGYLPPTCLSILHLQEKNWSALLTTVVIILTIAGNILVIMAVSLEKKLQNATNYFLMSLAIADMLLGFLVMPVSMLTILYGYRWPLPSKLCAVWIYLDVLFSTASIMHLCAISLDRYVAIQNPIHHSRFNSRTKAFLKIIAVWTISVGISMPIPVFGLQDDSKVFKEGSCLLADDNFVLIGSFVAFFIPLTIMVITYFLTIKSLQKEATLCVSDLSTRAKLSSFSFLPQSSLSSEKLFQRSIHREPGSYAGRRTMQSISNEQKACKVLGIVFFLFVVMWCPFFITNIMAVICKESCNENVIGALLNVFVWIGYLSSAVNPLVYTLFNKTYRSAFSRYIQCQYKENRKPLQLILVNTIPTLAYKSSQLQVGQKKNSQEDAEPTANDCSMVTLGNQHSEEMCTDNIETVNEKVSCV
MC4R barr agon = human MC4R agonism via beta-arrestin; activation, % at 8.9 µM; U2OS MC4R beta-arrestin complementation, luminescence; percent of melanotan II response, DMSO zero; actives 0.98% (n = 360,000); P32245;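 active = activation above a per-plate cutoff, the mean activation of sample wells on that plate plus 3 SD, cut at about 8% in these data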
ABCB6 inh MLPCN = human ABCB6 transporter inhibition. Q9NP58. K562-ABCB6 porphyrin accumulation, flow cytometry, 1 h; hits give low values. fluorescence ratio to DMSO, % at 10 µM. actives 0.19% (n = 360,000). AID 602162;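 active = fluorescence ratio to DMSO below 75%, the collection mean minus 3 SD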;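 note: signal is porphyrin accumulated inside mitochondria; 100% equals median channel fluorescence of DMSO control wells; lower ratio means ABCB6 inhibition with less porphyrin fluorescence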
PDI inh = blocks human protein disulfide isomerase activity; AID 588391; actives 0.052% (n = 350,000); P07237; PDI insulin aggregation turbidity, A650, 90 min; inhibition, % at 10 µM;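 active = mean inhibition across replicates of 30% or more, whatever share of single replicates reach that level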;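 note: absorbance from insulin aggregation driven by PDI reduction with DTT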
ABHD5-PLIN5 inh = blocks binding of human ABHD5 to perilipin-5; inhibition, % at 4 µM; Q00G26+Q8WTS1; actives 0.78% (n = 360,000); AID 602281; Split G. princeps luciferase complementation, luminescence, 4 h;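 active = inhibition above the mean inhibition across every tested compound plus 3 SD, cut at about 22% in these data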;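 note: 0% = DMSO only wells and the 100% control is not disclosed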
N-glyco inh = N-linked glycosylation inhibition; reporter increase, % at 12.5 µM; D54 ERlucT glycosylation luciferase reporter, 24 h; percent of 100 nM tunicamycin response; actives 0.23% (n = 360,000);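 active = mean luciferase reporter signal, scaled so untreated is 0 and the glycosylation-blocking control 100, at or above a set limit in every replicate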;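 note: luciferase carries N-glycosylation sites so blocking glycosylation raises the light; 0% = median of neutral control wells and 100% = median of 100 nM tunicamycin wells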
* marks the source's active call; other numbers are inactive results.

What do the screens show for `CN1CCN(C(=O)/C(=C/c2ccccc2Cl)NC(=O)c2ccccc2)CC1`?
CaV13 ICDI inh: -6; MC4R antag cAMP: 19; Cardio protect: 1; Exocytosis inh: 4; m5-HT2A agonist: -10; MC4R barr agon: 0.1; ABCB6 inh MLPCN: 102; PDI inh: -2; ABHD5-PLIN5 inh: 5; N-glyco inh: -2

Results for O=C(CNS(=O)(=O)c1cccs1)NCc1ccccc1 ?
CaV13 ICDI inh: -4; MC4R antag cAMP: 9; Cardio protect: 7; Exocytosis inh: 10; m5-HT2A agonist: -4; MC4R barr agon: 0.7; ABCB6 inh MLPCN: 98; PDI inh: 2; ABHD5-PLIN5 inh: -2; N-glyco inh: 3

What do the screens show for `O=C(CSc1ncn[nH]1)Nc1c(Br)cc([N+](=O)[O-])cc1Br`?
CaV13 ICDI inh: -5; MC4R antag cAMP: 4; Cardio protect: -1; Exocytosis inh: 0; m5-HT2A agonist: 2; MC4R barr agon: -3.1; ABCB6 inh MLPCN: 94; PDI inh: 1; ABHD5-PLIN5 inh: 2; N-glyco inh: 0

Results for CC(c1ccccc1)N1C(=O)C2C3CCC(C3)C2C1=O (configuration not stated) ?
CaV13 ICDI inh: -18; MC4R antag cAMP: 6; Cardio protect: -3; Exocytosis inh: 3; m5-HT2A agonist: 7; MC4R barr agon: 0.3; ABCB6 inh MLPCN: 96; PDI inh: 2; ABHD5-PLIN5 inh: -3; N-glyco inh: 1

How did CC(Oc1ccc(Cl)cc1Cl)C(=O)NCCC1=CCCCC1 (configuration not stated) do in these assays?
CaV13 ICDI inh: -6; MC4R antag cAMP: 4; Cardio protect: -2; Exocytosis inh: 2; m5-HT2A agonist: 1; MC4R barr agon: 4.3; ABCB6 inh MLPCN: 98; PDI inh: -4; ABHD5-PLIN5 inh: 1; N-glyco inh: -5

Results for CSc1ccc(Cl)c(C(=O)Nc2nccs2)c1 ?
CaV13 ICDI inh: -5; MC4R antag cAMP: 0; Cardio protect: 1; Exocytosis inh: -12; m5-HT2A agonist: 4; MC4R barr agon: -2.3; ABCB6 inh MLPCN: 95; PDI inh: 2; ABHD5-PLIN5 inh: -1; N-glyco inh: 0

How did CC(Sc1ccc(S(=O)(=O)N2CCN(C)CC2)cn1)C(=O)NC1CCCC(C)C1C (configuration not stated) do in these assays?
CaV13 ICDI inh: -6; MC4R antag cAMP: -2; Cardio protect: 7; Exocytosis inh: 28; m5-HT2A agonist: -4; MC4R barr agon: -1.5; ABCB6 inh MLPCN: 93; PDI inh: -29; ABHD5-PLIN5 inh: -2; N-glyco inh: -1

Results for COc1ccnc2c1c(=O)n(Cc1cccc(F)c1)c(=O)n2C ?
CaV13 ICDI inh: -4; MC4R antag cAMP: -1; Cardio protect: 3; Exocytosis inh: -1; m5-HT2A agonist: 2; MC4R barr agon: -2.8; ABCB6 inh MLPCN: 95; PDI inh: 2; ABHD5-PLIN5 inh: 1; N-glyco inh: 0

How did Cc1c(C(=O)NCc2cccnc2)sc2ncn(CC(=O)N3CCCCC3C)c(=O)c12 (configuration not stated) do in these assays?
CaV13 ICDI inh: -4; MC4R antag cAMP: 5; Cardio protect: 0; Exocytosis inh: -4; m5-HT2A agonist: 3; MC4R barr agon: -1.5; ABCB6 inh MLPCN: 100; PDI inh: -4; ABHD5-PLIN5 inh: 1; N-glyco inh: 1

How did COc1ccccc1CNC(=O)C1CCN(S(=O)(=O)N2CC(C)CC(C)C2)CC1 (configuration not stated) do in these assays?
CaV13 ICDI inh: -9; MC4R antag cAMP: -2; Cardio protect: -3; Exocytosis inh: 0; m5-HT2A agonist: 3; MC4R barr agon: -1.9; ABCB6 inh MLPCN: 102; PDI inh: -3; ABHD5-PLIN5 inh: -3; N-glyco inh: 2

Results for COc1ccc(N2CCN(C(=O)COC(=O)c3ccccc3OCc3ccc(F)cc3)CC2)cc1 ?
CaV13 ICDI inh: -7; MC4R antag cAMP: 15; Cardio protect: -2; Exocytosis inh: 20; m5-HT2A agonist: 1; MC4R barr agon: -1.9; ABCB6 inh MLPCN: 101; PDI inh: 1; ABHD5-PLIN5 inh: -1; N-glyco inh: -1

Results for CC(=O)N(c1nnc(-c2ccc(C)cc2)s1)C1CCCC1 ?
CaV13 ICDI inh: -17; MC4R antag cAMP: -5; Cardio protect: -1; Exocytosis inh: -2; m5-HT2A agonist: 2; MC4R barr agon: -2.3; ABCB6 inh MLPCN: 105; PDI inh: 3; ABHD5-PLIN5 inh: -6; N-glyco inh: 0

What do the screens show for `CCn1cc(C(=O)N2CCCC(N3CCN(c4cccc(C(F)(F)F)c4)CC3)C2)cn1` (configuration not stated)?
CaV13 ICDI inh: -7; MC4R antag cAMP: 5; Cardio protect: -5; Exocytosis inh: -1; m5-HT2A agonist: -4; MC4R barr agon: -2.8; ABCB6 inh MLPCN: 104; PDI inh: 0; ABHD5-PLIN5 inh: -7; N-glyco inh: 2

Results for CC(=O)NC(CC(=O)NCC(=O)Nc1ccc(F)c(F)c1)c1ccccc1 (configuration not stated) ?
CaV13 ICDI inh: -3; MC4R antag cAMP: 10; Cardio protect: 0; Exocytosis inh: 4; m5-HT2A agonist: 2; MC4R barr agon: 1.4; ABCB6 inh MLPCN: 95; PDI inh: 7; ABHD5-PLIN5 inh: -3; N-glyco inh: 0

Results for CCN1C(=O)[C@H]2[C@@H](c3ccc(-c4ccc5c(c4)OCO5)c(OC)c3)N[C@@](Cc3ccccc3)(C(=O)OC)[C@H]2C1=O ?
CaV13 ICDI inh: -10; MC4R antag cAMP: 18; Cardio protect: 4; Exocytosis inh: -4; m5-HT2A agonist: -1; MC4R barr agon: 1.6; ABCB6 inh MLPCN: 98; PDI inh: -2; ABHD5-PLIN5 inh: -12; N-glyco inh: -2

How did Cc1cc(C(=O)COC(=O)c2ccc([N+](=O)[O-])o2)c(C)n1CC1CCCO1 (configuration not stated) do in these assays?
CaV13 ICDI inh: -1; MC4R antag cAMP: 16; Cardio protect: 2; Exocytosis inh: -4; m5-HT2A agonist: 2; MC4R barr agon: -2.0; ABCB6 inh MLPCN: 97; PDI inh: 0; ABHD5-PLIN5 inh: 3; N-glyco inh: -3

What do the screens show for `COc1ccc(NC(=O)c2cccc(N3C(=O)C4C5C=CC(C6CC56)C4C3=O)c2)c(OC)c1` (configuration not stated)?
CaV13 ICDI inh: -6; MC4R antag cAMP: 0; Cardio protect: 6; Exocytosis inh: 0; m5-HT2A agonist: -3; MC4R barr agon: -1.3; ABCB6 inh MLPCN: 97; PDI inh: 3; ABHD5-PLIN5 inh: 5; N-glyco inh: -2

How did CCN1c2ccccc2-c2nc3ccccc3n2C1c1cccnc1 (configuration not stated) do in these assays?
MC4R antag cAMP: 5; Cardio protect: 8; Exocytosis inh: 0; m5-HT2A agonist: -1; MC4R barr agon: -1.1; ABCB6 inh MLPCN: 101; PDI inh: -6; ABHD5-PLIN5 inh: 0; N-glyco inh: 3

What do the screens show for `COc1ccc(OC)c(NC(=O)CSc2nnc(-c3cnccn3)n2C)c1`?
CaV13 ICDI inh: -13; MC4R antag cAMP: -1; Cardio protect: 0; Exocytosis inh: 1; m5-HT2A agonist: 8; MC4R barr agon: -3.0; ABCB6 inh MLPCN: 96; PDI inh: -6; ABHD5-PLIN5 inh: -6; N-glyco inh: 2

How did CCOC(=O)c1c(-c2ccc(OC)cc2)oc2ccc(O)cc12 do in these assays?
CaV13 ICDI inh: -4; MC4R antag cAMP: 25; Cardio protect: -9; Exocytosis inh: 63*; m5-HT2A agonist: 2; MC4R barr agon: 2.7; ABCB6 inh MLPCN: 95; PDI inh: 1; ABHD5-PLIN5 inh: -7; N-glyco inh: -4

Reprinted from the part before: 3 compounds; new compounds follow.
How did CCN1c2ccccc2-c2nc3ccccc3n2C1c1cccnc1 (configuration not stated) do in these assays?
MC4R antag cAMP: 5; Cardio protect: 8; Exocytosis inh: 0; m5-HT2A agonist: -1; MC4R barr agon: -1.1; ABCB6 inh MLPCN: 101; PDI inh: -6; ABHD5-PLIN5 inh: 0; N-glyco inh: 3

What do the screens show for `COc1ccc(OC)c(NC(=O)CSc2nnc(-c3cnccn3)n2C)c1`?
CaV13 ICDI inh: -13; MC4R antag cAMP: -1; Cardio protect: 0; Exocytosis inh: 1; m5-HT2A agonist: 8; MC4R barr agon: -3.0; ABCB6 inh MLPCN: 96; PDI inh: -6; ABHD5-PLIN5 inh: -6; N-glyco inh: 2

How did CCOC(=O)c1c(-c2ccc(OC)cc2)oc2ccc(O)cc12 do in these assays?
CaV13 ICDI inh: -4; MC4R antag cAMP: 25; Cardio protect: -9; Exocytosis inh: 63*; m5-HT2A agonist: 2; MC4R barr agon: 2.7; ABCB6 inh MLPCN: 95; PDI inh: 1; ABHD5-PLIN5 inh: -7; N-glyco inh: -4

What do the screens show for `CCn1c(C(c2ccccc2)c2ccccc2)n[nH]c1=S`?
MC4R antag cAMP: 8; Cardio protect: -7; Exocytosis inh: 4; m5-HT2A agonist: 0; MC4R barr agon: -1.8; ABCB6 inh MLPCN: 92; PDI inh: 2; ABHD5-PLIN5 inh: -8; N-glyco inh: 1

How did CCOc1cc(CNCCCN2CCOCC2)cc(Br)c1OCc1ccccc1Cl do in these assays?
CaV13 ICDI inh: -1; MC4R antag cAMP: 4; Cardio protect: -20; Exocytosis inh: 37; m5-HT2A agonist: -5; MC4R barr agon: 1.3; ABCB6 inh MLPCN: 98; PDI inh: 8; ABHD5-PLIN5 inh: 30*; N-glyco inh: -2

What do the screens show for `CCOC(=O)N1CCC(NC(=O)Cc2cn(C)c3ccccc23)CC1`?
CaV13 ICDI inh: -5; MC4R antag cAMP: 13; Cardio protect: 18; Exocytosis inh: -2; m5-HT2A agonist: 11; MC4R barr agon: 0.1; ABCB6 inh MLPCN: 101; PDI inh: -2; ABHD5-PLIN5 inh: 6; N-glyco inh: 0

What do the screens show for `COc1ccccc1CNS(=O)(=O)c1ccc2c(c1)NC(=O)CO2`?
CaV13 ICDI inh: -1; MC4R antag cAMP: 5; Cardio protect: -7; Exocytosis inh: -2; m5-HT2A agonist: 16*; MC4R barr agon: 0.9; ABCB6 inh MLPCN: 97; PDI inh: 4; ABHD5-PLIN5 inh: -2; N-glyco inh: 1

Results for COc1ccc(-c2cn[nH]c2-c2ccc(OC)cc2O)cc1 ?
CaV13 ICDI inh: -5; MC4R antag cAMP: -8; Cardio protect: -7; Exocytosis inh: 0; m5-HT2A agonist: -8; MC4R barr agon: 1.5; ABCB6 inh MLPCN: 101; PDI inh: -7; ABHD5-PLIN5 inh: -2; N-glyco inh: -12

Results for CCOC(=O)N1CCN(C(=S)Nc2ccc(C)cc2)CC1 ?
CaV13 ICDI inh: -5; MC4R antag cAMP: 13; Cardio protect: -4; Exocytosis inh: 7; m5-HT2A agonist: -1; MC4R barr agon: -0.4; ABCB6 inh MLPCN: 96; PDI inh: -2; ABHD5-PLIN5 inh: 2; N-glyco inh: 2

Assay outcomes: PubChem BioAssay, several laboratories
